High-throughput results as filed in PubChem.
NOD2 inhibition – NOD2 signaling inhibitors, cell-based, luminescence, uHTS, HEK293 (AID 1566); HEK293 NOD2/NF-kB luciferase reporter, luminescence; higher % means a stronger effect; inhibition, % at 4 µM, or EC50 in µM where a hit was titrated; hit rate 0.63% among 290,000; note: many of its hits are not listed in these tables
Dengue-2 NS5 capping – Dengue-2 NS5 methyltransferase inhibitors, primary screen, biochemical, confirmation dose response (AID 588689) | Dengue-2 NS5 methyltransferase capping enzyme assay, biochemical; higher % means a stronger effect | inhibition, % at 25 µM; hits with a dose series show IC50 in µM | hit rate 0.3% among 340,000; in the data active = a potency from the dose series; inconclusive = inhibition above about 29% without an active follow-up result
West Nile antiviral – inhibition of WNV-induced cytopathic effect – cell-based, CPE readout (AID 1621). CPE inhibition, % at 10 µM, or IC50 in µM where a hit was titrated. West Nile virus-infected cells, CPE inhibition; higher % means a stronger effect. hit rate 0.02% among 290,000; in the data active = a potency from the dose series; inconclusive = CPE inhibition mostly from about 3.7% at the one dose, without a potency; inactive = the rest, 99 in 100 with CPE inhibition below about 2.2%; note: strong numbers were not always called active
KOR beta-arrestin-1 – kappa opioid receptor blockers – cell-based, luminescence, uHTS (AID 1778); KOR beta-arrestin recruitment, luminescence, antagonist mode; higher % means a stronger effect; one-dose inhibition, % at 10 µM; IC50 in µM for titrated hits; hit rate 0.091% among 290,000; note: strong numbers were not always called active
AID2073 – disruptors of CaV2.2 binding to Mint1 – biochemical, HTRF (AID 2073). HTRF protein-protein interaction, Mint1-CaV2.2; higher % means a stronger effect. hit rate 0.19% among 290,000. one-dose inhibition, % at 20 µM; IC50 in µM for titrated hits; in the data active = inhibition mostly above about 51%, no sharp cut-off; inconclusive = no clear call, values can overlap the other calls; inactive = mostly below about 53%; note: some results filed as inactive read as strong as hits
NOD1 inhibition – NOD1 signaling inhibitors, primary screen, cell-based, luminescence, uHTS (AID 1578). hit rate 1% among 290,000. NOD1-driven NF-kB luciferase reporter cells, luminescence; higher % means a stronger effect. inhibition, % at 4 µM; hits with a dose series show EC50 in µM; in the data active = inhibition mostly above about 36%, no sharp cut-off; inactive = mostly below about 34%;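 note: HEK-293T reporter cells stimulated with the NOD1 agonist gamma-tri-DAP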
Yfh1-depleted yeast – mitochondrial function rescue without frataxin homolog – Friedreich's ataxia, plus single-dose screen, dose response (AID 1465); one-dose fold induction at 50 µM; EC50 in µM for titrated hits; hit rate 0.074% among 220,000; S. cerevisiae Yfh1-off respiration, WST-1 reduction, 72 h; higher fold induction means a stronger effect;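 active = fold induction of absorbance versus untreated yeast above a set limit, then at least 30% activation at any dose in follow-up; inconclusive = repeats straddling the limit, or above it without dose testing; inactive = fold induction below the set limit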;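 note: activators that raise dye reduction in frataxin-depleted yeast; strong numbers were not always called active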
HIV fusion peptide – cell-free HIV fusion peptide-binding blockers – biochemical, uHTS, fluorescence dequenching, primary screen (AID 1986); cell-free peptide binding, fluorescence dequenching, 30 min; higher % means a stronger effect; inhibition, % at 20 µM; hits with a dose series show IC50 in µM; hit rate 0.3% among 290,000; in the data active = inhibition mostly above about 52%, no sharp cut-off; inactive = mostly below about 76%; note: some results filed as inactive read as strong as hits
KOR beta-arrestin-2 – kappa opioid receptor activators – cell-based, luminescence, uHTS, primary screen (AID 1777); KOR beta-arrestin recruitment, luminescence; higher % means a stronger effect; activation, % at 10 µM, or EC50 in µM where a hit was titrated; hit rate 0.02% among 280,000; in the data active = activation above about 50%, passing the limit was not always enough; note: a part of the inactive calls stands beside numbers as strong as those of hits
Dengue-2 NS5 capping pilot replicate – recorded beside Dengue-2 NS5 capping, whose call it bears; inhibition, %; measured here: pilot screen replicate inhibition
* hit, by the source's call; [ ] = another dose, or the depositor's remark. Cut-off read from the data, not from the text of the source, unless noted: active = inhibition above about 50%; inactive = the rest.

Screening CC(=O)N1c2ccc(Cl)cc2C2OCCC2C1c1ccco1 (configuration not stated) returned NOD2 inhibition 8%, Dengue-2 NS5 capping 3%, West Nile antiviral 0.1%, KOR beta-arrestin-1 15%, AID2073 -19%, NOD1 inhibition -4%, Yfh1-depleted yeast inactive, HIV fusion peptide 0.9% and KOR beta-arrestin-2 0.7%.
For Cc1cccc(-c2cc3nc(C)cc(C)n3n2)c1 the results were NOD2 inhibition -107%, West Nile antiviral -0.5%, KOR beta-arrestin-1 5%, AID2073 16%, NOD1 inhibition -60%, Yfh1-depleted yeast inactive, HIV fusion peptide -1.1% and KOR beta-arrestin-2 -2.4%.
`Cc1ccc(O)c(NC(=S)NC(=O)C(C)C)c1` gave NOD2 inhibition 3%, Dengue-2 NS5 capping -4%, West Nile antiviral 0.1%, KOR beta-arrestin-1 0%, AID2073 -14%, NOD1 inhibition -12%, Yfh1-depleted yeast inactive and HIV fusion peptide -1.5%.
Screening CC(C)c1ccc(OCC(=O)N(Cc2ccccc2)c2ccccn2)cc1 returned NOD2 inhibition 4%, West Nile antiviral -1.6%, AID2073 -3%, NOD1 inhibition -15%, Yfh1-depleted yeast inactive, HIV fusion peptide -2.1% and KOR beta-arrestin-2 12%.
Screening Cc1nn(C)c(C)c1C1Nc2ccccc2C(=O)N1O (configuration not stated) returned NOD2 inhibition 1%, Dengue-2 NS5 capping -5%, West Nile antiviral -0.5%, KOR beta-arrestin-1 27%, AID2073 6%, NOD1 inhibition 6%, Yfh1-depleted yeast inactive, HIV fusion peptide 0.1% and KOR beta-arrestin-2 -3.8%.
`CCc1ccc(CNC(=O)CC2C(=O)NCCN2Cc2ccccc2F)nc1` (configuration not stated) gave NOD2 inhibition 6%, Dengue-2 NS5 capping 4%, West Nile antiviral 0.0%, KOR beta-arrestin-1 -10%, AID2073 10%, NOD1 inhibition -26%, HIV fusion peptide 2.5% and KOR beta-arrestin-2 -1.0%.
For O=C(NCc1ccco1)c1cc2c(s1)CSC2 the results were NOD2 inhibition 5%, West Nile antiviral -0.2%, KOR beta-arrestin-1 15%, AID2073 35%, Yfh1-depleted yeast inactive, HIV fusion peptide 20% and KOR beta-arrestin-2 2.6%.
Screening CC1(C)Cc2c(cnn2-c2cccc(F)c2)C(NC(=O)c2ccc(=O)[nH]n2)C1 (configuration not stated) returned NOD2 inhibition 8%, Dengue-2 NS5 capping 3%, West Nile antiviral 0.1%, KOR beta-arrestin-1 -32%, AID2073 3%, NOD1 inhibition -11%, HIV fusion peptide 3.0% and KOR beta-arrestin-2 1.1%.
Screening O=C(CNC(=O)c1ccccc1)N=Nc1c(O)[nH]c2ccc(Br)cc12 returned NOD2 inhibition 17%, Dengue-2 NS5 capping 1%, West Nile antiviral 0.1%, KOR beta-arrestin-1 -8%, AID2073 -2%, NOD1 inhibition 6%, HIV fusion peptide -0.6% and KOR beta-arrestin-2 -0.2%.
For Fc1cccc(Cl)c1CNCc1ccccc1Cl the results were NOD2 inhibition 0%, Dengue-2 NS5 capping 7%, West Nile antiviral 1.0%, KOR beta-arrestin-1 5%, AID2073 2%, NOD1 inhibition 4%, Yfh1-depleted yeast inactive, HIV fusion peptide 1.6% and KOR beta-arrestin-2 -2.4%.
For CC(C)CC(=O)NCC(C)NC(=O)CC(C)C (configuration not stated) the results were NOD2 inhibition -15%, Dengue-2 NS5 capping 2%, West Nile antiviral -0.1%, KOR beta-arrestin-1 12%, AID2073 6%, NOD1 inhibition -18%, Yfh1-depleted yeast inactive, HIV fusion peptide 0.3% and KOR beta-arrestin-2 -0.8%.
For O=C1Nc2ccccc2C12OCCCCO2 the results were NOD2 inhibition -3%, West Nile antiviral 1.1%, KOR beta-arrestin-1 34%, AID2073 -10%, NOD1 inhibition 14%, Yfh1-depleted yeast inactive, HIV fusion peptide -1.6% and KOR beta-arrestin-2 -1.9%.
`CCCCNc1c([N+](=O)[O-])cc(C)cc1[N+](=O)[O-]` gave NOD2 inhibition 15%, Dengue-2 NS5 capping 1%, West Nile antiviral 0.1%, KOR beta-arrestin-1 -7%, AID2073 -5%, NOD1 inhibition 13%, Yfh1-depleted yeast inactive, HIV fusion peptide -1.0% and KOR beta-arrestin-2 1.2%.
`O=C(c1ccc(Br)o1)N1CCN=C1SCc1cccc(F)c1` gave NOD2 inhibition 0%, Dengue-2 NS5 capping -6%, West Nile antiviral 0.5%, KOR beta-arrestin-1 -15%, AID2073 1%, NOD1 inhibition -1%, Yfh1-depleted yeast inactive, HIV fusion peptide 0.7% and KOR beta-arrestin-2 2.5%.
Screening Cc1cccc(NC(=O)CCN2CC(C)OC(C)C2)c1 (configuration not stated) returned NOD2 inhibition -51%, Dengue-2 NS5 capping -3%, West Nile antiviral 0.5%, KOR beta-arrestin-1 0%, AID2073 -1%, NOD1 inhibition -15%, Yfh1-depleted yeast inactive, HIV fusion peptide 0.5% and KOR beta-arrestin-2 -1.0%.
Screening CC1CCCCN1C(=O)CNCC1CCCO1 (configuration not stated) returned NOD2 inhibition 10%, Dengue-2 NS5 capping -2%, West Nile antiviral 0.2%, KOR beta-arrestin-1 -27%[20 µM], AID2073 1%, NOD1 inhibition -16%, Yfh1-depleted yeast inactive and HIV fusion peptide -0.5%.
Screening Cc1cccc(C)c1NC(=O)CSCc1cccc(CSCC(=O)Nc2c(C)cccc2C)n1 returned NOD2 inhibition 13%, Dengue-2 NS5 capping -6%, West Nile antiviral 0.1%, KOR beta-arrestin-1 -8%, AID2073 -5%, NOD1 inhibition 9%, Yfh1-depleted yeast inactive, HIV fusion peptide -0.4% and KOR beta-arrestin-2 -2.4%.
Screening Cc1ccc(-c2nnc(N3CCC(C)CC3)c3ccccc23)cc1 returned NOD2 inhibition 20%, Dengue-2 NS5 capping -17%, West Nile antiviral -2.1%, KOR beta-arrestin-1 3%, AID2073 -9%, NOD1 inhibition 22%, Yfh1-depleted yeast inactive, HIV fusion peptide 1.1% and KOR beta-arrestin-2 2.4%.
Screening Clc1ccc(-c2nn3c(-c4cccc(Cl)c4)nnc3s2)cc1 returned NOD2 inhibition 13%, KOR beta-arrestin-1 -34%, AID2073 4%, NOD1 inhibition -8%, HIV fusion peptide 0.2% and KOR beta-arrestin-2 -3.9%.
CCCCNC(=O)CSc1nc2ccc(NC(=O)CSc3nnc(COc4ccccc4C)n3C)cc2s1 was read as NOD2 inhibition 7%, Dengue-2 NS5 capping 2%, KOR beta-arrestin-1 -95%, AID2073 31%, NOD1 inhibition -32%, HIV fusion peptide 3.4% and KOR beta-arrestin-2 71%.

Retrieved by structure from the entries so far:
`CCCCNc1c([N+](=O)[O-])cc(C)cc1[N+](=O)[O-]` gave NOD2 inhibition 15%, Dengue-2 NS5 capping 1%, West Nile antiviral 0.1%, KOR beta-arrestin-1 -7%, AID2073 -5%, NOD1 inhibition 13%, Yfh1-depleted yeast inactive, HIV fusion peptide -1.0% and KOR beta-arrestin-2 1.2%.
`CCc1ccc(CNC(=O)CC2C(=O)NCCN2Cc2ccccc2F)nc1` (configuration not stated) gave NOD2 inhibition 6%, Dengue-2 NS5 capping 4%, West Nile antiviral 0.0%, KOR beta-arrestin-1 -10%, AID2073 10%, NOD1 inhibition -26%, HIV fusion peptide 2.5% and KOR beta-arrestin-2 -1.0%.

Additional structures
CCn1c(SCC(=O)NCc2ccco2)nc2c1c(=O)n(C)c(=O)n2C was read as NOD2 inhibition 15%, Dengue-2 NS5 capping -4%, West Nile antiviral 0.1%, KOR beta-arrestin-1 16%, AID2073 6%, NOD1 inhibition 15%, Yfh1-depleted yeast inactive, HIV fusion peptide -2.3% and KOR beta-arrestin-2 1.0%.
For COc1ccc(CNC(=O)c2ccccc2SC)cc1 the results were NOD2 inhibition -6%, West Nile antiviral -0.2%, KOR beta-arrestin-1 34%, AID2073 7%, NOD1 inhibition -27%, Yfh1-depleted yeast inactive, HIV fusion peptide 17% and KOR beta-arrestin-2 0.4%.
`Cc1nn(-c2ccccc2)c2c1C(c1ccco1)C(C#N)=C(N)O2` (configuration not stated) gave NOD2 inhibition -9%, Dengue-2 NS5 capping 5%, West Nile antiviral -0.1%, KOR beta-arrestin-1 -25%, AID2073 -21%, NOD1 inhibition -5%, Yfh1-depleted yeast inactive, HIV fusion peptide 28% and KOR beta-arrestin-2 -11%.
Screening Cc1cccc(Cn2nnc3c2C(=O)c2ccccc2C3=O)c1 returned NOD2 inhibition 25%, Dengue-2 NS5 capping -6%, West Nile antiviral 0.2%, KOR beta-arrestin-1 17%, AID2073 -4%, NOD1 inhibition 68%*, Yfh1-depleted yeast inactive, HIV fusion peptide 0.5%, KOR beta-arrestin-2 -2.5% and Dengue-2 NS5 capping pilot replicate -2.9.
`COc1ccc(N2CCN(CCCNC(=O)C3CCCN(S(=O)(=O)c4c(C)n[nH]c4C)C3)CC2)cc1` (configuration not stated) gave NOD2 inhibition 12%, Dengue-2 NS5 capping -5%, West Nile antiviral 1.1%, KOR beta-arrestin-1 23%, AID2073 -2%, NOD1 inhibition -24%, Yfh1-depleted yeast inactive, HIV fusion peptide 1.0% and KOR beta-arrestin-2 3.0%.
`CC(C)N(CCn1cnc2c([nH]c3ccccc32)c1=O)C(C)C` gave NOD2 inhibition -11%, Dengue-2 NS5 capping -4%, West Nile antiviral -0.8%, KOR beta-arrestin-1 8%, AID2073 2%, NOD1 inhibition -1%, Yfh1-depleted yeast inactive, HIV fusion peptide 0.6% and KOR beta-arrestin-2 1.2%.
For O=S1(=O)NC(C2CC2c2ccccc2)CCO1 (configuration not stated) the results were NOD2 inhibition -15%, Dengue-2 NS5 capping -3%, West Nile antiviral -0.9%, KOR beta-arrestin-1 -19%[20 µM], AID2073 11%, NOD1 inhibition -10%, HIV fusion peptide -1.4% and KOR beta-arrestin-2 -1.6%.
`CCc1cc(=O)oc2cc(OC(C)C(=O)NCCCn3ccnc3)ccc12` (configuration not stated) gave NOD2 inhibition 13%, Dengue-2 NS5 capping -5%, West Nile antiviral -0.2%, KOR beta-arrestin-1 5%, AID2073 9%, NOD1 inhibition 3%, HIV fusion peptide -1.9% and KOR beta-arrestin-2 -2.4%.
Cc1ccc(NC2CCCN(C(=O)c3ccccc3-c3ncc[nH]3)C2)cc1C (configuration not stated) was read as NOD2 inhibition 15%, Dengue-2 NS5 capping 1%, West Nile antiviral -0.6%, KOR beta-arrestin-1 12%, AID2073 6%, NOD1 inhibition -4%, HIV fusion peptide 0.6% and KOR beta-arrestin-2 -2.8%.
Screening CN(C)c1c(F)cc(-c2nn[nH]n2)cc1F returned NOD2 inhibition -17%, Dengue-2 NS5 capping -15%, West Nile antiviral -0.3%, KOR beta-arrestin-1 6%, AID2073 3%, NOD1 inhibition -14%, Yfh1-depleted yeast inactive, HIV fusion peptide -0.9% and KOR beta-arrestin-2 2.3%.
O=C(NC1CCN(C(=O)c2cccs2)CC1)c1ccccc1 was read as NOD2 inhibition 7%, Dengue-2 NS5 capping -2%, West Nile antiviral -0.1%, KOR beta-arrestin-1 6%, AID2073 inconclusive, NOD1 inhibition -6%, Yfh1-depleted yeast inactive, HIV fusion peptide -1.5% and KOR beta-arrestin-2 7.8%.

These rows are one share of the data; the hit share may differ from the screen's.
